Assay outcomes: PubChem BioAssay, several laboratories
bIAP act = increases bovine intestinal alkaline phosphatase activity; activation factor at 20 µM; AID 1016; purified bovine IAP, CDP-star luminescence, 30 min; active compounds read high; fold of DMSO-control signal, blank-subtracted; 200,000 compounds, 0.17% hits;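 active = activation factor of 2 or more at 20 µM, a signal rise over negative controls twice the positive control's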
L major viab = Leishmania major promastigote growth inhibition; Leishmania major promastigotes, resazurin fluorescence viability; inhibition, % at 10 µM; 200,000 compounds, 9% hits; AID 1063; in the data active = inhibition above about 50%;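 also: promastigotes grown with compound for 44 hours at 28 °C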
TNAP inh hi DEA = TNAP (human) inhibition, high acceptor | 200,000 compounds, 0.03% hits | AID 1135 | P05186 | purified TNAP, CDP-star luminescence, 1 M DEA | inhibition, % at 20 µM;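 active = over 50% inhibition of tissue-nonspecific alkaline phosphatase at 20 µM in the single-dose screen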;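 also: plate controls were DMSO wells for no effect and EDTA-quenched wells as full inhibition for full effect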
Target sequence (P05186 whole entry, looked up): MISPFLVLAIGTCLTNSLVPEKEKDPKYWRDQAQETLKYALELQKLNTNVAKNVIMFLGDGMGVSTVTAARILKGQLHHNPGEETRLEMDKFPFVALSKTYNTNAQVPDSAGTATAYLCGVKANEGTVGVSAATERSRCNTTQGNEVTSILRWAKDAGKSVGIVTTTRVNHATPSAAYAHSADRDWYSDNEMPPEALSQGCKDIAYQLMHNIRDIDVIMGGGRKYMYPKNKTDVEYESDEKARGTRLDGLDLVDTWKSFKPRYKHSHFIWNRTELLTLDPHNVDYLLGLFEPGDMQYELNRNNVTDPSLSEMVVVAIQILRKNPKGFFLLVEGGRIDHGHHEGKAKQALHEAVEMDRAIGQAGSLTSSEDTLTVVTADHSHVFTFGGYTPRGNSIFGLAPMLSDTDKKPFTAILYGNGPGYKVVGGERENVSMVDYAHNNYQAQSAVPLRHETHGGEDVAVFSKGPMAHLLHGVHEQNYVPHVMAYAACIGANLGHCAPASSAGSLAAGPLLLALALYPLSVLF
bIAP inh = intestinal alkaline phosphatase (bovine) inhibition | purified bovine IAP, CDP-star luminescence, 30 min | inhibition, % at 20 µM | 190,000 tested, under 10 active;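 active = over 50% inhibition of intestinal alkaline phosphatase at 20 µM in the single-dose screen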
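System: purified bovine intestinal alkaline phosphatase (IAP) enzyme; Input: IAP diluted 1/65,000,000 in the well; Measured by: CDP-star luminescence signal; Compound dosing: 20 µM single dose; Incubation: 30 min reaction at room temperature.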
RAM inhibit = blocks the yeast RAM network; 190,000 compounds, 1.8% hits; inhibition, % at 50 µM; S. cerevisiae dse1pr::URA3 reporter, 5-FOA growth OD615, 2 d; analog-sensitive cbk1-as2 kinase mutant strain;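 active = inhibition above a set limit, 3 SD over mean compound inhibition, cut at about 8.4% in these data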;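 also: 0% = DMSO-only wells with no growth and 100% = 10 µM 1-NA-PP1 full growth; inhibition rescues growth on 5-FOA so higher OD means more RAM inhibition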
TNAP act hi DEA = increases human TNAP activity under high phosphate acceptor concentration | activation factor at 20 µM | purified TNAP, CDP-star luminescence, 1 M DEA, 30 min; active compounds read high; 0 = EDTA background, 1 = DMSO-only activity | 200,000 tested, under 10 active;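 active = activation factor at least 2 at 20 µM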
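Assay system: human TNAP; Input: enzyme diluted 1/800 final; Reagent: CDP-star luminogenic substrate at 100 µM final; Timing: 30 min, room temperature; Signal: luminescence; Evaluation: TNAP activation factor scaled between EDTA and DMSO control wells.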
TNAP inh noacc = inhibitors of human TNAP without phosphate acceptor | purified TNAP, CDP-star luminescence, 30 min | 200,000 compounds, 0.26% hits | inhibition, % at 20 µM;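 active = tissue-nonspecific alkaline phosphatase inhibition above about 50% at 20 µM in the single-dose screen, limit read from the data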;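 also: 0% = DMSO negative control and 100% = EDTA positive control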
APP transl inh = APP translation inhibition. SH-SY5Y APP 5'UTR-luciferase reporter, luminescence. inhibition, % at 2 µM. 190,000 compounds, 0.82% hits. AID 1285;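 active = inhibition above a set limit, derived from the sample mean plus 3 SD, cut at about 45% in these data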; also: values of inactives mirror those of a sister screen read the other way
FLuc inhib CS = counter-screen for luciferase assay inhibitors: firefly luciferase inhibition | P08659 | ATPLite firefly luciferase biochemical luminescence, 10 min | inhibition, % at 10 µM | 200,000 compounds, 1.5% hits;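 active = inhibition above about 50% when tested at 10 µM, limit read from the data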
Target sequence (P08659 whole entry, looked up): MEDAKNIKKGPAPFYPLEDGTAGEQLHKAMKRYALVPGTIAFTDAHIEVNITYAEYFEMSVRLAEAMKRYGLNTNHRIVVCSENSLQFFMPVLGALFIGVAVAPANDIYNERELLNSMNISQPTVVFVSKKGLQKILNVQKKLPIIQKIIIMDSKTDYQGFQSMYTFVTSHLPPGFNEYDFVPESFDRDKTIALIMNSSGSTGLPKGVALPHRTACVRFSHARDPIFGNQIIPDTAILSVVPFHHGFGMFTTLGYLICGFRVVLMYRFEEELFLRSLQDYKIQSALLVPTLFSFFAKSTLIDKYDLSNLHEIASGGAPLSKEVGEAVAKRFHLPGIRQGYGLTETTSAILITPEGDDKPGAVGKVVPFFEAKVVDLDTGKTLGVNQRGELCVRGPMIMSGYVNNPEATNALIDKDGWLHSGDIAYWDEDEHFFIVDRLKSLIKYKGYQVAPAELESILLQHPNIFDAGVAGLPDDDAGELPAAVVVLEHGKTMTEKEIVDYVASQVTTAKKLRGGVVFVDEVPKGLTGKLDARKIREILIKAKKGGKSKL
FLuc act counter = firefly luciferase counter-screen for stimulation assays; ATPlite luciferase biochemical, luminescence, 10 min; 0 = ATP-free wells, 1 = DMSO control; activation factor at 10 µM; 200,000 tested, under 10 active;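 active = luciferase activation factor, scaled between plate controls, of at least 2 with compound at 10 µM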
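Assay system: Luciferase/luciferin detection reagent, cell-free biochemical luciferase assay / Also added: ATP substrate / Schedule: 10 min at ambient temperature / Measured by: luminescence measurement of luciferase light output / Benchmarks: low control with PBS replacing ATP, high control enzyme plus ATP without compound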
Numbers without * were called inactive.

SMILES | bIAP act | L major viab | TNAP inh hi DEA | bIAP inh | RAM inhibit | TNAP act hi DEA | TNAP inh noacc | APP transl inh | FLuc inhib CS | FLuc act counter
Cc1ccc(C(=O)NCc2ccccn2)cc1Cl | 1 | -5 | -3 | 2 | 0.4 | 1 | -7 | -5 | -5 | 1
O=Cc1sc(Nc2ccccc2)nc1Cl | 1 | 8 | 6 | 0 | 2.7 | 0.9 | -6 | -11 | -2 | 1
Brc1ccccc1OCCNCc1ccccc1 | 0.8 | 28 | -1 | 22 | 0.1 | 1 | 4 | -3 | -3 | 1
O=C(NCCCN1CCOCC1)c1ccccc1NS(=O)(=O)c1ccc(Br)cc1 | 1.1 | -7 | -5 | -8 | 1.9 | 1 | -9 | 11 | -4 | 1
O=C(CSc1ccccc1)Nc1nc2ccccc2[nH]1 | 1 | -2 | 0 | 4 | 1.4 | 1 | -69 | -31 | 4 | 1
Cc1nc2cncc(Br)c2n1C | 1 | -4 | -4 | 4 | 1.4 | 1 | -11 | -3 | -4 | 1
CN(C)[C@@H]1C(=O)C(C(N)=O)=C(O)[C@@]2(O)C(=O)C3=C(O)c4c(O)ccc(Cl)c4[C@@H](O)[C@H]3C[C@@H]12 | 1 | -3 | 4 | -4 | -0.4 | 1 | -14 | -12 | -1 | 1
CC(C)C(=O)OCC(=O)Nc1ccc2c(c1)CCC2 | 0.9 | -3 | -11 | 8 | 0.8 | 1.1 | -15 | -6 | 9 | 0.9
O=C(CSc1nc2ccccc2c(=O)n1-c1ccccc1Cl)Nc1cccc(S(=O)(=O)N2CCOCC2)c1 | 1 | 20 | -6 | -2 | 4.9 | 1.1 | -22 | 12 | -7 | 1.1
CCNC(=S)NNC(=O)c1ccncc1 | 1.3 | -2 | 2 | -26 | 2.4 | 1 | -62 | 12 | -8 | 1.1
CCc1nnc(NC(=O)c2sc3nc4c(cc3c2N)CCCCC4)s1 | 0.7 | 0 | -6 | 31 | 0.4 | 1.1 | -21 | -70 | 68* | 0.3
CCCCSc1nnc(-c2ccc(OC)cc2)n1C | 0.9 | -2 | 3 | 8 | -0.9 | 1 | -3 | -21 | 3 | 1
C#CCOc1c(Br)cc(/C=N/O)cc1OCC | 0.9 | 7 | -9 | 7 | 1.6 | 1.1 | -9 | -12 | -6 | 1.1
CCOC(=O)c1csc(NC(=O)c2cc(OC)c(OC)c(OC)c2)n1 | 1.1 | 21 | -4 | -7 | 1.1 | 1 | -11 | -8 | -2 | 1
CCOc1ccc(NC(=O)CN2CCN(CC(=O)Nc3ccc(OC)cc3)CC2)cc1 | 0.9 | 40 | 3 | 12 | 0.9 | 1 | -4 | 8 | -3 | 1
CN(Cc1ccccc1)C(=O)Cn1cccc1C(=O)c1ccccc1 | 1 | 2 | 1 | 0 | 2.5 | 1 | 30 | 6 | -2 | 1
COc1ccc(C(=O)Nc2cc(C(=O)NCCc3ccccc3)ccc2Cl)cc1 | 0.9 | 39 | -2 | 12 | 3.2 | 1 | -9 | -31 | -5 | 1
CCOc1ccc(-n2cc(-c3ccccc3)c3c(=O)[nH]cnc32)cc1 | 0.8 | 21 | -5 | 19 | 2.3 | 1.1 | 1 | 0 | -8 | 1.1
O=C1CN(C(=O)COC(=O)CNS(=O)(=O)/C=C/c2ccccc2)c2ccccc2N1 | 1.1 | -1 | -3 | -8 | 2.1 | 1 | -10 | -8 | 0 | 1
COc1cccc(NC(=O)COc2ccc(S(=O)(=O)NC(C)C)cc2)c1 | 1.1 | 0 | -4 | -10 | 0.8 | 1 | -6 | 2 | -9 | 1.1

Ordered by molecular weight (descending): some entries from above.
SMILES | bIAP act | L major viab | TNAP inh hi DEA | bIAP inh | RAM inhibit | TNAP act hi DEA | TNAP inh noacc | APP transl inh | FLuc inhib CS | FLuc act counter
O=C1CN(C(=O)COC(=O)CNS(=O)(=O)/C=C/c2ccccc2)c2ccccc2N1 | 1.1 | -1 | -3 | -8 | 2.1 | 1 | -10 | -8 | 0 | 1
CCOC(=O)c1csc(NC(=O)c2cc(OC)c(OC)c(OC)c2)n1 | 1.1 | 21 | -4 | -7 | 1.1 | 1 | -11 | -8 | -2 | 1
CCCCSc1nnc(-c2ccc(OC)cc2)n1C | 0.9 | -2 | 3 | 8 | -0.9 | 1 | -3 | -21 | 3 | 1

Later entries:
SMILES | bIAP act | L major viab | TNAP inh hi DEA | bIAP inh | RAM inhibit | TNAP act hi DEA | TNAP inh noacc | APP transl inh | FLuc inhib CS | FLuc act counter
CC(C)OC(=O)CC(=O)c1sc2nc3c(cc2c1N)CN(C)CC3 | 1 | -3 | 3 | -2 | 2.4 | 1 | 6 | 9 | -6 | 1.1
Cc1cc(C)n(CCN(C)c2nc3nonc3nc2N2CCCCC2)n1 | 0.9 | -1 | -3 | 7 | 0.0 | 1 | -3 | 14 | -6 | 1.1
COc1cc2ccccc2cc1C(=O)Nc1ccc(S(=O)(=O)Nc2cc(C)on2)cc1 | 1 | -6 | 4 | 1 | 9.7* | 1 | -4 | 0 | 1 | 1
O=C(c1cc(-c2ccccc2)on1)N1CCN(C(=O)c2ccco2)CC1 | 1 | -7 | 1 | -2 | 0.3 | 1 | 0 | 1 | 0 | 1
COc1ccc(NS(=O)(=O)c2ccc3oc4ccccc4c3c2)cn1 | 1 | 12 | -4 | 1 | 4.7 | 1 | 2 | 4 | -8 | 1.1
COc1ccc(-c2nnc(SCC(=O)Nc3cc(C)on3)n2N)cc1OC | 1 | -3 | -3 | 1 | 0.4 | 1 | 1 | -4 | -6 | 1.1
O=C(N/C(=C\c1cccs1)C(=O)N1CCOCC1)c1ccco1 | 1 | -2 | -5 | -1 | 3.5 | 1 | -11 | -6 | -6 | 1.1
Cc1cc(C)nc(SCC(=O)Nc2ccc(N3CCOCC3)c(Cl)c2)n1 | 1.1 | 5 | -6 | -5 | 1.0 | 1.1 | -16 | 8 | -3 | 1
COc1cccc(C(=O)/C=C/Nc2ccc(S(=O)(=O)Nc3onc(C)c3C)cc2)c1 | 0.9 | -8 | 4 | 9 | 8.9* | 1 | -3 | -6 | 8 | 0.9
Cc1cc(C)c(C(=O)/C=C/c2ccc3c(c2)OCO3)c(=O)[nH]1 | 1.1 | 15 | -5 | -6 | 2.4 | 1.1 | -4 | -8 | -1 | 1
COC(=O)c1cc(COc2ccc3ccc(=O)oc3c2)c(C)o1 | 0.9 | -1 | -8 | 14 | 0.0 | 1.1 | -15 | -13 | -5 | 1.1
Cc1ccsc1/C=N/NS(=O)(=O)c1ccc([N+](=O)[O-])cc1 | 1 | 46 | 4 | 0 | 1.9 | 1 | -9 | 3 | -3 | 1
Cc1ccccc1OCc1nnc(SCC(=O)Nc2ccc3c(c2)oc2ccccc23)n1C | 0.8 | -2 | -2 | 23 | 8.2 | 1 | -8 | -2 | -1 | 1
c1ccc(Oc2cc(-n3cccn3)ncn2)cc1 | 1 | -10 | -3 | 1 | -0.3 | 1 | -7 | -91 | 17 | 0.8
CCNC(=O)Nc1cc2nc(C)n(Cc3ccc(Br)cc3)c2nc1C | 1.4 | -6 | -5 | -39 | 2.1 | 1 | -3 | -10 | -7 | 1.1
O=C(N/N=C\c1cc(Br)c(Br)o1)c1cncc(Br)c1 | 1.1 | -3 | 1 | -5 | 6.3 | 1 | 8 | -15 | -2 | 1
O=C(CCNS(=O)(=O)c1cccs1)N1CCCCCC1 | 1 | -4 | -3 | 1 | 2.1 | 1 | -9 | -23 | 0 | 1
CCOC(=O)c1cnn2c(C(F)(F)F)cc(-c3cn(C)nc3C)nc12 | 1 | 7 | 0 | -1 | -0.8 | 1 | -9 | 9 | -4 | 1
Cc1csc(C(C)N(C)C(=O)CCc2nnc(CCc3ccccc3)o2)n1 (stereo not given) | 1 | -8 | -4 | -1 | -0.6 | 1 | -8 | 11 | 1 | 1
CCOc1ccc(NC(=O)CN(C)Cc2cc(=O)n3c(-c4ccccc4)csc3n2)cc1OCC | 1.1 | 9 | -1 | -8 | 0.0 | 1 | -8 | -5 | -3 | 1
N#CC(c1ccc(Cl)nn1)c1c(F)cccc1Cl (stereo not given) | 1.2 | -2 | 0 | -19 | 0.6 | 1 | -2 | -7 | -4 | 1
CCC(=O)/C=C1\Sc2ccccc2N1CC | 0.9 | 3 | -3 | 9 | 1.1 | 1 | -8 | -1 | -1 | 1
Cn1ccnc1SCC(=O)c1ccc(Cl)cc1 | 0.8 | -2 | -4 | 25 | 0.6 | 1 | -16 | -18 | 2 | 1
COc1cc(/C=N/NC(=O)c2c(C)nnn2-c2nonc2N)ccc1O | 1 | -4 | -4 | -2 | -0.1 | 1 | -14 | 0 | -2 | 1
COCCCN1C(=O)c2ccc(C(=O)Nc3ccccc3OC)cc2C1=O | 0.9 | -7 | -5 | 9 | 1.4 | 1.1 | -11 | 13 | -1 | 1
CC(=O)c1ccc(NC(=O)C2(c3ccccc3)CCOCC2)cc1 | 1 | 0 | -4 | 5 | 0.4 | 1 | -9 | -29 | -8 | 1.1
O=C(C1Cc2ccccc2CN1S(=O)(=O)c1ccc(F)cc1)N1CCCCC1 (stereo not given) | 0.9 | 5 | -4 | 11 | 0.0 | 1 | -10 | -12 | -6 | 1.1
O=C(Oc1cc(Cl)ccc1Cl)c1ccc(N2CCOCC2)c([N+](=O)[O-])c1 | 1.2 | -4 | 6 | -19 | 6.2 | 0.9 | -7 | 15 | -2 | 1
COc1ccc(-c2cc3nc[nH]c(=O)c3s2)cc1 | 1.1 | -6 | -4 | -7 | 2.9 | 1 | -11 | -29 | 72* | 0.3
CC(C)Cc1nc2n[nH]c(N)c2c2c1CCCC2 | 1 | 17 | -9 | 2 | 0.4 | 1.1 | -6 | -4 | -6 | 1.1
CCOC(=O)CNC(=O)CSc1nnc(-c2ccccc2)c(-c2ccccc2)n1 | 0.9 | -3 | -3 | 10 | 4.5 | 1 | -2 | -14 | -7 | 1.1
COc1cccc(-c2nnc(-c3ccco3)o2)c1 | 0.6 | -4 | 3 | 35 | -0.6 | 1 | -4 | -109 | 54* | 0.5

By substructure: those above containing a thiophene ring, fused or not
SMILES | bIAP act | L major viab | TNAP inh hi DEA | bIAP inh | RAM inhibit | TNAP act hi DEA | TNAP inh noacc | APP transl inh | FLuc inhib CS | FLuc act counter
CCc1nnc(NC(=O)c2sc3nc4c(cc3c2N)CCCCC4)s1 | 0.7 | 0 | -6 | 31 | 0.4 | 1.1 | -21 | -70 | 68* | 0.3
CC(C)OC(=O)CC(=O)c1sc2nc3c(cc2c1N)CN(C)CC3 | 1 | -3 | 3 | -2 | 2.4 | 1 | 6 | 9 | -6 | 1.1
O=C(N/C(=C\c1cccs1)C(=O)N1CCOCC1)c1ccco1 | 1 | -2 | -5 | -1 | 3.5 | 1 | -11 | -6 | -6 | 1.1
Cc1ccsc1/C=N/NS(=O)(=O)c1ccc([N+](=O)[O-])cc1 | 1 | 46 | 4 | 0 | 1.9 | 1 | -9 | 3 | -3 | 1
O=C(CCNS(=O)(=O)c1cccs1)N1CCCCCC1 | 1 | -4 | -3 | 1 | 2.1 | 1 | -9 | -23 | 0 | 1
COc1ccc(-c2cc3nc[nH]c(=O)c3s2)cc1 | 1.1 | -6 | -4 | -7 | 2.9 | 1 | -11 | -29 | 72* | 0.3
